High-throughput results: PubChem BioAssay, several laboratories
PMI activator: phosphomannose isomerase (human) activation; P34949; AID 1214; actives 0.005% (n = 190,000); purified human PMI, coupled resazurin fluorescence, 20 min; hits give high values; 1 = vehicle control, 0 substrate-free wells; activation factor at 20 µM;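 active means activation factor of 2 or more at 20 µM, relative to plate controls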
Target sequence (P34949 whole entry, looked up): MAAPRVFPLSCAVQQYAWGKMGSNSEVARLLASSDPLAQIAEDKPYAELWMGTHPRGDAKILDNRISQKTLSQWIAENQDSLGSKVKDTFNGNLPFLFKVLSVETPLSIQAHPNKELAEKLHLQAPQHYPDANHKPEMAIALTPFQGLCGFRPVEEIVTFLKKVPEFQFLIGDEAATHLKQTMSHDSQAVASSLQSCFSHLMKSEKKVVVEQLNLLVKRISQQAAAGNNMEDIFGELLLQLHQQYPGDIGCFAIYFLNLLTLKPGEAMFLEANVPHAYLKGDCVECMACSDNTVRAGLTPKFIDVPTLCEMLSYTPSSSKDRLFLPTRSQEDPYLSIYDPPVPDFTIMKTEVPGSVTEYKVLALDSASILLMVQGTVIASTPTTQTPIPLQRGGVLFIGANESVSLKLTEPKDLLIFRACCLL
TNAP inh hi DEA: TNAP (human) inhibition, high acceptor | P05186 | purified TNAP, CDP-star luminescence, 1 M DEA | inhibition, % at 20 µM | actives 0.03% (n = 200,000);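 active means over 50% inhibition of tissue-nonspecific alkaline phosphatase at 20 µM in the single-dose screen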;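 further: plate controls were DMSO wells for no effect and EDTA-quenched wells as full inhibition for full effect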
Target sequence (P05186 whole entry, looked up): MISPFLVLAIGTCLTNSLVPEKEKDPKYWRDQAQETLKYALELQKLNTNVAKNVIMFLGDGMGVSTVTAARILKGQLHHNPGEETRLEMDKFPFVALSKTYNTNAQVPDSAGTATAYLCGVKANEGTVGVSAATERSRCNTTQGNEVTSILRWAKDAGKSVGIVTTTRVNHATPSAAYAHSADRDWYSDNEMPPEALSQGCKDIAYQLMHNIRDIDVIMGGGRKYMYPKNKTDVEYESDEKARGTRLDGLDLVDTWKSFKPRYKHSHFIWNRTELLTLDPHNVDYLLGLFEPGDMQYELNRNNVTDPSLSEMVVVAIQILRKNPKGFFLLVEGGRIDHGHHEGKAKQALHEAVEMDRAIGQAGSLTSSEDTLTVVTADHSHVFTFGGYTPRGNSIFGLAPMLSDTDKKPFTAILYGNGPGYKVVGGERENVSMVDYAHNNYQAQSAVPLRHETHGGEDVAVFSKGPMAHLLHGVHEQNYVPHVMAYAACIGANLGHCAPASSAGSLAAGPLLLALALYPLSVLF
TNAP act hiacc: TNAP (human) activation, high acceptor | P05186 | purified TNAP, CDP-star luminescence, 1 M DEA, 30 min; hits give high values; 0 = EDTA background, 1 = DMSO-only activity | activation factor at 20 µM | 200,000 tested, under 10 active | AID 1136;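 active means activation factor at least 2 at 20 µM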
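Dosing: 20 µM single point. System: human TNAP. Amount: TNAP 1/800 final. Incubation: 30 min, room temperature. Read-out: TNAP activation factor scaled between EDTA and DMSO control wells. Signal: luminescence from CDP-star hydrolysis. Medium: 1 M DEA, pH 9.8, Mg2+, Zn2+. Control set: EDTA negative control, DMSO positive control.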
Lmaj promast: Leishmania major promastigote growth inhibition | actives 9% (n = 200,000) | inhibition, % at 10 µM | Leishmania major promastigotes, resazurin fluorescence viability; in the data active means inhibition above about 50%;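 further: promastigotes grown with compound for 44 hours at 28 °C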
TNAP inh no acc: TNAP (human) inhibition, acceptor-free conditions | P05186 | purified TNAP, CDP-star luminescence, 30 min | inhibition, % at 20 µM | actives 0.26% (n = 200,000) | AID 1012;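 active means tissue-nonspecific alkaline phosphatase inhibition above about 50% at 20 µM in the single-dose screen, limit read from the data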;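 further: 0% = DMSO negative control and 100% = EDTA positive control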
PMI act hi M6P: PMI (human) activation, high substrate; P34949; coupled PMI enzyme assay, resazurin fluorescence, 20 min; hits give high values; 1 = untreated enzyme, 0 = substrate-free blank; actives 0.34% (n = 190,000); activation factor at 20 µM; AID 1216;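 active means activation factor of 2 or more at 20 µM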
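Material: human phosphomannose isomerase with PGI, G6PDH, diaphorase coupling enzymes. Quantity: 15 ng/mL PMI. Medium: HEPES pH 7.4 buffer with MgCl2 and Tween-20. Reagent: Near-saturating mannose-6-phosphate, 1.0 mM. Compound: 20 µM single dose. Times: enzyme reaction with compound 20 min at room temperature. Detection: resorufin fluorescence at Ex 544/Em 590 nm.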
bIAP inh: blocks bovine intestinal alkaline phosphatase activity; purified bovine IAP, CDP-star luminescence, 30 min; inhibition, % at 20 µM; 190,000 tested, under 10 active; AID 1019;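 active means over 50% inhibition of intestinal alkaline phosphatase at 20 µM in the single-dose screen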
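Assay system: bovine IAP enzyme; medium: DEA buffer 100 mM, pH 9.8, with MgCl2 1.0 mM, ZnCl2 0.02 mM; doses: 20 µM single dose; incubation: enzyme reaction for 30 min at room temperature; detection: CDP-star luminescence signal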
Diaphorase act: activates diaphorase or chemically reduces, flagging diaphorase assay artifacts; Diaphorase/resazurin coupled assay, resorufin fluorescence, 16 min; hits give high values; 1 = vehicle wells, 0 = NADH-free wells; activation factor at 20 µM; actives 0.005% (n = 190,000); AID 1229;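 active means diaphorase activity raised at least twofold by the compound at 20 µM; inactive means activation factor below 2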
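Material: Purified diaphorase enzyme from Clostridium kluyveri | Buffer or medium: 50 mM HEPES pH 7.4 with 4.542 mM MgCl2, 0.005% Tween 20 | Times: 16 min enzyme reaction, ambient temperature | Signal: Red resorufin fluorescence at 544/590 nm excitation/emission | Measure: Increased resorufin signal from activators or reducing compounds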
Diaph inh CS: counter-screen for diaphorase-based assays: diaphorase inhibitors and chemical oxidizers | diaphorase resazurin-to-resorufin fluorescence, NADH, 16 min; bacterial (C. kluyveri) enzyme, not human | inhibition, % at 20 µM | actives 0.69% (n = 190,000);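 active means primary screen inhibition at 20 µM above a set limit, cut at about 50% in these data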;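 further: plate controls were DMSO with full reaction for no effect and wells lacking NADH for full effect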
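Test system: Clostridium kluyveri diaphorase enzyme / Quantity: diaphorase at 0.14 U/mL in enzyme working solution / Incubation: 16-min room-temperature incubation before reading / Benchmarks: NADH-free wells as positive control, DMSO-only neutral wells / Signal: resorufin fluorescence 544/590 nm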
bIAP activator: intestinal alkaline phosphatase (bovine) activation; activation factor at 20 µM; actives 0.17% (n = 200,000); AID 1016; purified bovine IAP, CDP-star luminescence, 30 min; hits give high values; fold of DMSO-control signal, blank-subtracted;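 active means activation factor of 2 or more at 20 µM, a signal rise over negative controls twice the positive control's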
* hit, by the source's call; . = no result given.

SMILES	PMI activator	TNAP inh hi DEA	TNAP act hiacc	Lmaj promast	TNAP inh no acc	PMI act hi M6P	bIAP inh	Diaphorase act	Diaph inh CS	bIAP activator
COc1ccc(N(C(=O)c2ccccc2C)S(=O)(=O)c2cccs2)cc1	1	-4	1	94*	-8	1	-4	1	4	1
COC(=O)Cc1[nH]nc2c1C(C1C=CCCC1)C(C#N)=C(N)O2 (configuration not stated)	0.9	-3	1	14	26	0.9	-13	0.9	12	1.1
C=CCn1c(SCC(=O)Nc2ccc3c(c2)OCO3)nnc1-c1ccccc1O	1	-5	1	4	3	1	10	1.1	-7	0.9
c1ccc(N(c2ccccc2)c2nc(-n3ccnc3)nc(-n3ccnc3)n2)cc1	1	-5	1.1	28	-6	1	4	0.9	9	1
O=C(Nc1nc(-c2cccs2)c(-c2cccs2)s1)C1CCCC1	0.9	-2	1	23	-21	0.9	-8	0.8	20	1.1
CC1(C)N=C(C(=O)c2ccccc2)N(O)C1(C)O (configuration not stated)	1.1	-4	1	12	1	1.1	0	1.1	-10	1
c1ccc2sc(C3CCN(Cc4nnnn4Cc4ccc5c(c4)OCO5)CC3)nc2c1	1	-4	1	1	-10	1	14	0.8	18	0.9
CCOC(=O)CSc1nnc(CNC(=O)c2cccs2)n1-c1cc(OC)ccc1OC	0.9	-3	1	-4	-15	1	8	0.9	15	0.9
O=C(Cn1c2[n+](c3ccccc31)CC(O)CS2)c1ccccc1 (configuration not stated)	0.9	0	1	-10	-3	0.9	5	1	-2	1
CCCOc1ccc(N2C(=O)CC(N(Cc3ccc(S(N)(=O)=O)cc3)C(=O)CC)C2=O)cc1 (configuration not stated)	0.9	2	1	-5	-4	0.9	7	0.8	15	0.9
CC(=O)c1cccc(-n2c(CCC(=O)O)ccc2-c2cccs2)c1	1.1	4	1	18	-6	1.2	8	0.8	17	0.9
Cc1cc(NC(=O)CSc2nc3c(sc4ccccc43)c(=O)n2CCc2ccccc2)n[nH]1	0.9	-4	1	1	-8	1	1	0.9	6	1
Cc1nc(SCC(=O)Nc2ccc(OCc3ccccc3)cc2)n[nH]1	1	-7	1.1	3	-12	1.1	-3	1.1	-10	1
C/C(=N\NC(=S)NCc1ccccc1)c1ccc2ccccc2c1	1	-1	1	44	-1	1	12	0.9	9	0.9
CCOC(=O)c1cnc2c(c(C)nn2C)c1Oc1ccc(Cl)cc1	0.8	2	1	30	-3	0.9	-2	0.9	13	1
O=C(O)CC1C(=O)OCN1C(=O)OCc1ccccc1 (configuration not stated)	1	-4	1	-3	-3	1	6	0.9	12	0.9
CCOC(=O)C(NCc1ccccc1OC)(NC(=O)CC)C(F)(F)F (configuration not stated)	1.1	2	1	-4	-7	1.1	0	0.9	5	1
CC1=C(C)CC(C(=O)c2ccccc2)C(C(=O)O)C1 (configuration not stated)	1	-3	1	0	-9	1	2	0.9	8	1
Cc1nnc(N2C(=O)c3cccc4cccc(c34)C2=O)s1	1	-5	1	1	-5	0.9	-7	1	5	1.1
O=C(NCCc1ccc(Cl)cc1)C1CCN(c2cnccn2)CC1	0.9	-7	1.1	0	-11	0.9	13	0.7	26	0.9
CCc1n[nH]c(=S)n1/N=C/c1ccc(N(CC)CC)cc1	1	2	1	0	-54	0.9	-1	0.6	37	1
O=C(O)COc1ccccc1/C=N/NC(=O)/C(=C\c1ccc2c(c1)OCO2)NC(=O)c1ccccc1	1.1	2	1	-9	-11	1.1	-15	0.9	13	1.1
O=C1CC(c2ccc(S(=O)(=O)N3CCCCC3)cc2)CN1 (configuration not stated)	1	0	1	-10	-12	1	11	1	4	0.9
C/C(=N/NC(=O)CNC(=O)c1cccc(F)c1)c1ccc2c(c1)CCCC2	1.1	0	1	2	-9	1	4	1.1	-6	1
COc1ccccc1N1CCN(C2CCN(C(=O)COc3cccc(C)c3)CC2)CC1	1	-4	1	56*	-7	1	13	0.8	17	0.9
Cc1ccc(NC(=O)c2ccc(S(=O)(=O)NCC3CCCO3)cc2)cc1 (configuration not stated)	0.9	0	1	-6	-6	0.9	7	0.8	15	0.9
c1cc2c(cnc3cscc32)s1	0.8	1	1	2	-23	1	-3	0.9	13	1
O=C1C2CC=C(Cl)CC2C(=O)N1CCc1c[nH]c2ccccc12 (configuration not stated)	0.9	3	1	6	-9	0.9	19	0.9	6	0.8
CCCCN(C(C)=O)c1c(N)n(CCC)c(=O)n(CC(=O)Nc2cc(Cl)cc(Cl)c2)c1=O	1.1	-2	1	-6	-9	1.1	2	1	0	1
COc1ccc(S(=O)(=O)n2ccc(C)n2)cc1C	1	-6	1.1	-2	-14	1	35	0.9	12	0.6
CCOC(=O)Cc1csc(NC(=S)NC(=O)c2cc(OC)cc(OC)c2)n1	0.9	0	1	-3	14	0.8	8	0.5	46	0.9
O=Cc1ccc(Oc2cnccn2)cc1	1.1	-2	1	3	-10	1	10	1	-1	0.9
Nc1ccc(C(=O)N2CCCC2)cc1	1.1	-3	1	-5	-3	1	8	1	3	0.9
O=C(NC(Cc1c[nH]c2ccccc12)C(=O)NCCCN1CCOCC1)c1cccs1 (configuration not stated)	0.9	-4	1	-3	-5	0.9	6	0.8	20	0.9
Nc1c(-c2cccc(Cl)c2)cnn1-c1cccc([N+](=O)[O-])c1	0.8	4	1	19	1	0.9	8	0.8	17	0.9
Cc1cccc(-c2nc(C#N)c(NC3CCCCC3)o2)c1	0.9	-3	1	31	-8	0.9	-2	0.7	26	1
COc1ccc(C(=O)NC(C(=O)NCc2ccccc2OC)C(C)C)cc1 (configuration not stated)	1	-8	1.1	8	-20	1	12	0.8	19	0.9
Cn1c(CSCc2ccc(Cl)cc2)n[nH]c1=S	1	-3	1	-5	-2	1.1	5	0.8	17	1
Cc1oc(/C=N/NS(=O)(=O)c2ccccc2)cc1Br	1	-1	1	63*	-9	1.1	9	0.9	12	0.9
O=c1c2sccc2nc(SCc2cc(=O)n3ccccc3n2)n1-c1ccc(Br)cc1	0.9	-7	1.1	12	-6	0.9	-1	0.7	32	1

Overlap with the part before: 2 compounds; new compounds follow.
SMILES	PMI activator	TNAP inh hi DEA	TNAP act hiacc	Lmaj promast	TNAP inh no acc	PMI act hi M6P	bIAP inh	Diaphorase act	Diaph inh CS	bIAP activator
Cc1oc(/C=N/NS(=O)(=O)c2ccccc2)cc1Br	1	-1	1	63*	-9	1.1	9	0.9	12	0.9
O=c1c2sccc2nc(SCc2cc(=O)n3ccccc3n2)n1-c1ccc(Br)cc1	0.9	-7	1.1	12	-6	0.9	-1	0.7	32	1
O=C(NCC(c1ccco1)N1CCCCC1)c1ccc2c(c1)S(=O)(=O)c1ccccc1C2=O (configuration not stated)	1	0	1	35	-5	0.9	-1	0.9	8	1
CCOC(=O)c1cnc2c(-c3ccc(Cl)cc3)cnn2c1C	.	-2	1	4	-6	.	2	.	.	1
O=C(/C=C/c1cc([N+](=O)[O-])ccc1OC(F)F)NCc1ccc(F)cc1	1	2	1	-1	-12	1	28	0.9	12	0.7
Cc1cc(C)n(C(=O)c2ccncc2)n1	0.9	-7	1.1	-6	-17	0.9	4	0.8	24	1
COc1ccc(N2CCN(C(=O)Nc3ccccc3Cl)CC2)cc1	0.9	-2	1	-5	0	0.8	-2	0.9	11	1
O=C(c1cc(COc2ccc(F)cc2F)on1)N1CCSCC1	0.9	-4	1	-8	-10	1	5	1	4	1
O=C(Cn1nc(-c2ccccc2)ccc1=O)NCCN1CCN(Cc2ccccc2)CC1	0.9	-6	1.1	-4	-18	1	-10	1	-1	1.1
COc1ccccc1NC(=O)Cn1ncc2c1-c1ccccc1OC2	0.9	-1	1	2	-13	0.8	19	0.9	14	0.8
Cc1sc(NC(=O)CSc2ncn(-c3ccccc3)n2)nc1-c1ccccc1	1	-6	1.1	5	-10	0.9	4	0.9	14	1
O=c1c2ccccc2nc(SCc2nnc(-c3ccccc3)o2)n1-c1ccc(F)cc1F	0.9	-6	1.1	78*	-9	0.9	26	0.7	26	0.7
CCOCCOC(=O)COC(=O)c1ccccc1NC(=O)c1ccccc1	1.1	4	1	-4	12	1.1	-38	0.9	8	1.4
COc1ccc(CCNC(=O)C2CC(=O)N(CCc3ccccc3)C2)cc1OC (configuration not stated)	1	0	1	-4	-3	1	-13	1.1	-10	1.1
CCNc1nc(Oc2ccc(C(=O)OCC)cc2)nc(SC)n1	1	-2	1	19	-5	1	5	0.9	7	0.9
CCc1cc(C(=O)NNC(=S)NC(C)c2ccccc2)cs1 (configuration not stated)	1.1	-5	1	2	-8	1.2	23	0.9	7	0.8
CC(C)(C)CC(=O)Nc1nnc(SCC(=O)NCc2cccs2)s1	0.9	1	1	-4	-4	1	0	0.9	8	1
O=C(CN1/C(=C(/O)c2ccccc2)C(=O)c2ccccc2S1(=O)=O)c1ccccc1	0.9	-2	1	20	-1	1	2	0.9	9	1
CCCNC(=O)CCc1cc(C(C)(C)C)c(O)c(C(C)(C)C)c1	0.9	-3	1	22	-6	0.9	25	0.8	17	0.8
c1csc(-c2nnc(N3CCCCCC3)c3ccccc23)c1	1	2	1	13	-8	1.2	5	0.7	29	1
C/C(N)=C(/C#N)C(=O)COc1ccc(Cl)cc1Cl	1	-7	1.1	5	-13	0.9	7	0.8	16	0.9
O=C(COc1ccc(Br)cc1)N(CCO)CCO	1	2	1	-2	-4	1	-13	0.9	5	1.1
COC(=O)Nc1ccc(S(=O)(=O)n2cnc3ccccc32)cc1	1.1	-7	1.1	3	-20	1.1	11	0.9	12	0.9
Nc1nc(Cl)nc(N(c2ccccc2)c2ccccc2)n1	0.9	1	1	-5	-9	0.9	-64	0.8	22	1.6

Arranged by value in TNAP inh no acc (descending): 3 of the compounds above.
structure,TNAP inh no acc
c1ccc(N(c2ccccc2)c2nc(-n3ccnc3)nc(-n3ccnc3)n2)cc1,-6
c1ccc2sc(C3CCN(Cc4nnnn4Cc4ccc5c(c4)OCO5)CC3)nc2c1,-10
O=C(O)COc1ccccc1/C=N/NC(=O)/C(=C\c1ccc2c(c1)OCO2)NC(=O)c1ccccc1,-11

Random excerpt: two records from the list
SMILES	PMI activator	TNAP inh hi DEA	TNAP act hiacc	Lmaj promast	TNAP inh no acc	PMI act hi M6P	bIAP inh	Diaphorase act	Diaph inh CS	bIAP activator
O=C(COc1ccc(Br)cc1)N(CCO)CCO	1	2	1	-2	-4	1	-13	0.9	5	1.1
O=C(/C=C/c1cc([N+](=O)[O-])ccc1OC(F)F)NCc1ccc(F)cc1	1	2	1	-1	-12	1	28	0.9	12	0.7
